Screening data from PubChem BioAssay.
KDM5B inhibitor = Primary screen for KDM5B Histone Demethylases FDH-coupled qHTS; KDM5B demethylase, FDH-coupled NADH fluorescence (FDH is formaldehyde dehydrogenase); Potency, µM (doses to about 57.7 µM), for the others: at the top dose activity change, negative = inhibition, most hits filed as inhibitors; 220,000 tested, 2.6% active; active = well fitted inhibition curve with a large enough effect; inconclusive = small, poorly fitted or top-dose-only effect; inactive = no such curve, though single readings can be large or run the other way; note: 0% is about no effect; nearly all actives have a fitted effect of over 70% in size
Target sequence (Q9UGL1 whole entry, looked up): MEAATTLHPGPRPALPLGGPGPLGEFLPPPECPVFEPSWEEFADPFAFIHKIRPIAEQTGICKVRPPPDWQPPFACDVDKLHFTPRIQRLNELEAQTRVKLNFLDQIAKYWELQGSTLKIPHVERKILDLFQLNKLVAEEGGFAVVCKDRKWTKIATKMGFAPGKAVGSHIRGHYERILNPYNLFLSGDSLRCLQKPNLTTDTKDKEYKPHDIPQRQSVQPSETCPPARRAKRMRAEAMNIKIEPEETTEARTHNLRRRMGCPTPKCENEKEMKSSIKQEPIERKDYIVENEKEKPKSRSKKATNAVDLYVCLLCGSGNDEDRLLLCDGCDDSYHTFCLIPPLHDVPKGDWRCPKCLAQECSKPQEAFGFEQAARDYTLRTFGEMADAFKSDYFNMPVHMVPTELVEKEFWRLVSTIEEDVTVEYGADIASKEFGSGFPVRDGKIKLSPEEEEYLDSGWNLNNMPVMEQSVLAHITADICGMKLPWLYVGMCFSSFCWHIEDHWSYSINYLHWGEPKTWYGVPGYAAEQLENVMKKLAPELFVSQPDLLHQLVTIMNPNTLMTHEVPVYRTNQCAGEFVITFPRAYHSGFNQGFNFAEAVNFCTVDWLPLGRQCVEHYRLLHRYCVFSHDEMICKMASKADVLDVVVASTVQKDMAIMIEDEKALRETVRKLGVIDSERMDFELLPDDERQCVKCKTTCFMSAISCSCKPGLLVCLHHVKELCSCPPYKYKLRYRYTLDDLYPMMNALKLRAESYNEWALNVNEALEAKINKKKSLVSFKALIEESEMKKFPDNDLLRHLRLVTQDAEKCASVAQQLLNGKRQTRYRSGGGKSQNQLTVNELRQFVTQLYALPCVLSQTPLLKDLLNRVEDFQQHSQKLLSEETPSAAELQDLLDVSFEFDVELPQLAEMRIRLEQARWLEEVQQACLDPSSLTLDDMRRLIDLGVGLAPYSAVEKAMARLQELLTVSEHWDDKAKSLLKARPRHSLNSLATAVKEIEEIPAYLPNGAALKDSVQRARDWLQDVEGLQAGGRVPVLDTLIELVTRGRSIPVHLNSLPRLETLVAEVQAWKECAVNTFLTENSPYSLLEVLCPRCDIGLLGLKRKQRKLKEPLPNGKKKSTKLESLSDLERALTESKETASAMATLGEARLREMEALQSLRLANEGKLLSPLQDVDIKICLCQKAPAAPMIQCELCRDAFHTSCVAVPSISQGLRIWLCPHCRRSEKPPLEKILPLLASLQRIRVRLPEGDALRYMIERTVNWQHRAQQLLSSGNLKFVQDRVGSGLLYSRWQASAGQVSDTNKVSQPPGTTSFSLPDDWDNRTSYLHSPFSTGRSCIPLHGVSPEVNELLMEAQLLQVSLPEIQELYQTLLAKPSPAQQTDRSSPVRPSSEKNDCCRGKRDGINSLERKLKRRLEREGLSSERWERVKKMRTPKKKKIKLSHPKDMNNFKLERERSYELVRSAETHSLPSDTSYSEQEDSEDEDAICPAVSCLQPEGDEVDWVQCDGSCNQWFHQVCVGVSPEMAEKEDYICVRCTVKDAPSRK
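qHTS format, multiple compound concentrations. Buffer 50 mM HEPES pH 7.5/0.01% Tween-20; 200 nM KDM5BΔAP final; 10 min compound preincubation; substrate-mix levels 12.5 µM peptide, 25 µM α-KG, 0.25 mM NAD⁺; 30 min RT; ΔRFU.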
Active calls of the source: *; i = inactive; ? = inconclusive; [ ] = remark or other dose. Potency is the fitted concentration of half-maximal effect. The list is partial; count on the stated rates, not on these rows.

KDM5B inhibitor	SMILES
-6%	CC1=C(C(=O)Nc2ccccc2)C(CC(C)C)n2nc(SCc3ccccc3C)nc2N1 (stereo not given)
-12%	CCCCc1nn2c(=O)cc(COC(=O)c3cccc(NC(=O)c4cccc(Cl)c4)c3)nc2s1
22%[86.2 µM]	O=C(NC[C@H]1O[C@@H]2C[C@@H](CC(=O)N3CCC(F)(F)C3)O[C@@H]2[C@@H]1O)NC1CCC1
?	Clc1ccc(-c2noc([C@@H]3Cc4nc[nH]c4CN3CC3CCCCC3)n2)cc1
6%	CC(C)(C)c1ccc(C(=O)NCC(c2cccnc2)N2CCc3ccccc3C2)cc1 (stereo not given)
21%	N#Cc1cc(NC(=O)C2CC2)ccc1OCC(F)(F)F
-14%	COc1ccc(C)cc1NC(=O)CSc1ncc2c(n1)-c1ccc(Cl)cc1N(Cc1ccccc1)S2(=O)=O
-16%	COc1cc(-c2nnn(CC(=O)NCc3ccccc3)n2)cc(OC)c1OC
13%	Cc1cnc(C(=O)N2CCC(C3CCN(S(C)(=O)=O)CC3)C2)cn1 (stereo not given)
-5%[11.5 µM]	CC(C)CN(CCNC(=O)c1cn(C)c2ccc(S(=O)(=O)N3CCCC3)cc2c1=O)CC(C)C
5%	Cc1cc(C(=O)NNC(=S)NC(C)C)cs1
?	Cc1cccc(Nc2nc(N)nc(N)c2S(=O)(=O)c2ccccc2)c1
21%[86.2 µM]	Clc1cccc(-c2cnc3n2C[C@H](CNCc2ccccc2)OC3)c1
-26%	CCOc1ccc(C2=CC(c3cccc(Br)c3)n3c(nc4ccccc43)N2)cc1Cl (stereo not given)
5%	C=CCNc1nc(C(=O)OCC(=O)c2ccc(C(C)(C)C)cc2)cs1

The list continues.
KDM5B inhibitor	SMILES
-12%	Cc1cccc(N2CCN(CCCNc3ncnc4onc(-c5ccc(F)cc5)c34)CC2C)c1 (stereo not given)
8%	COCCNC(=O)N1CCC(c2cc(-c3ccc(F)cc3)n[nH]2)CC1
?	CCN1CCN(c2ncc3c(n2)CCN(Cc2cc(F)cc(F)c2)C3)CC1
16%	Cc1nc(C)c(-c2ccc(SCC(=O)Nc3cccc(F)c3)nn2)s1
7%	COc1ccc(Cl)cc1NC(=O)C(C)N(C)CC(=O)Nc1ccccc1SC (stereo not given)
?	COc1ccc(OC)c(CNC(=O)c2ncoc2-c2cccs2)c1
5%	Fc1ccc(CNC2=NCCNC23CCCCCC3)cc1
?	Cc1ccc(-c2nc(C#N)c(NCC(c3cccs3)N(C)C)o2)cc1 (stereo not given)
-1%	Cc1ccc(CC(=O)N2CCN(C(=O)c3nnn4c3COC(c3ccc(F)cc3)C4)CC2)cc1 (stereo not given)
4%	O=C(Cn1nc2c(cc1=O)CCCCC2)Nc1cccnc1
-12%	Cc1nn(C(C)C)c(C)c1NC(=O)c1cc2occc2n1Cc1ccccc1Cl
-14%[86.2 µM]	COc1ccccc1CNC[C@H]1Cn2c(-c3cccc(Cl)c3)cnc2CO1
?	COc1ccc(-c2nnc(SCC(=O)NC3CCCC3)nc2-c2ccc(OC)c(OC)c2)cc1OC
?	O=C(Cc1ccc(Br)cc1)NCc1nnc2ccc(-c3ccc(F)cc3)nn12
-6%	CCOC(=O)c1cnc2c(C)cc(C)cc2c1NCCc1ccc(OC)c(OC)c1

Among those listed so far, these have a cyano group.
KDM5B inhibitor	SMILES
21%	N#Cc1cc(NC(=O)C2CC2)ccc1OCC(F)(F)F
?	Cc1ccc(-c2nc(C#N)c(NCC(c3cccs3)N(C)C)o2)cc1 (stereo not given)

(listing goes on)
KDM5B inhibitor	SMILES
?	N#Cc1cccc(NC(=O)C2CCN(c3ncccn3)CC2)c1
-28%	CN(C)S(=O)(=O)N(CC(=O)NCCSc1ccccc1)c1ccccc1
?	COC(=O)[C@@H]1Cc2ncn(Cc3ccc(Cl)cc3)c2CN1C(=O)c1ccccc1
?	Cc1ccc(Nc2nc(NCCc3ccccc3)nc3c2cnn3C)cc1C
34%[activator]	CC(C)NC(=O)c1cc(C(C)C)[nH]n1
?	Cc1cccc(C)c1CN1CC2(COCC1=O)CN(c1ccc(C(F)(F)F)cn1)C2
-13%	N#CC1(NC(=O)CSc2ccccn2)CCCCC1
-23%	COc1cccc(-c2nnnn2[C@H]2CO[C@H]3[C@@H]2OC[C@@H]3NC(=O)c2ccccc2C(=O)O)c1
i	COCCNc1oc(-c2ccc(S(=O)(=O)N3CCCCCC3)cc2)nc1C#N
-11%	CN(Cc1ccc(Cl)c(Cl)c1)C(=O)c1ccc2c(c1)CCCN2S(C)(=O)=O
4%	Cc1cc(C(=O)CSc2nnnn2C2CCCC2)c(C)n1Cc1cccs1
0%	FC(F)(F)c1ccc(N2C3CCC2CN(Cc2ccc(-c4ccsc4)cc2)C3)cc1
1%	Cc1ccnc(NC(=O)C2CC(=O)N(Cc3ccccc3)C2)c1 (stereo not given)
-1%	COc1ccc(C(=O)N2CCC3(CC2)CC(N(Cc2ccccc2)C2CC2)CCO3)cc1 (stereo not given)
2%	O=C(NC1CCCCC1)C1CCCN(c2cnc3nccnc3c2)C1 (stereo not given)

Further structures follow:
KDM5B inhibitor	SMILES
11%[86.2 µM]	C[S+](=O)([O-])N1CCC2(CC1)C(=O)NN=C2c1ccncc1
?	COc1ccc(C(=O)Nc2ccc3oc(-c4cccc5c(Br)cccc45)nc3c2)cc1
?	CCCS(=O)(=O)N1CC(=O)N(c2ccc(C)c(Cl)c2)C(C)(C(=O)NC2CCCCCC2)C1 (stereo not given)
-4%	CCNC(=O)C(C)Nc1nc(-c2ccccc2)nc2ccccc12 (stereo not given)
18%	Cc1ccc(N(CC(=O)NCCc2ccccc2)C(=O)CCC(=O)Nc2cc(C)ccn2)cc1
?	Cc1nccnc1CN1CCC2(CC1)CCN(Cc1ncc[nH]1)CC2CO (stereo not given)
12%	O=c1cc(CN2CCCCC2)c2cc(O)ccc2o1
-10%	CNC(=O)NC(=O)CN1C(=O)NC2(CCOc3ccccc32)C1=O (stereo not given)
?	Cc1ccccc1-c1cc(O)c2c(c1)CNCCO2
4%[86.2 µM]	CC(C)Oc1cccc(-c2cn(C)c(=O)n3cc(CN4CCOCC4)nc23)c1
5%	O=C(CCc1nc2ccccc2o1)NC1CCCCC1
-13%	Cc1nc2cc(NC(=O)c3ccc(CNC(N)=O)cc3)ccc2o1
?	CN1C[C@@H](NC(=O)C2CC2)C[C@H]1c1nc(-c2ccc3ccccc3c2)no1
-1%	Cc1nn2c(c1-c1cccnc1N1CCOCC1)N(C(=O)c1cc3ccccc3n1C)CCC2
12%	Cc1[nH]c2ccccc2c1CC(=O)NC1CCS(=O)(=O)C1 (stereo not given)

Later entries:
KDM5B inhibitor	SMILES
-27%	CC(=O)c1ccc(N2CCN(c3ncnc4c3cnn4C)CC2)cc1
-23%	Cn1cnnc1-c1nn(C)c2c1CN(C(=O)c1n[nH]c3c1CCCCCC3)CC2
-7%	CC(=O)Nc1ccc(C2(C(=O)NCc3ccc4c(c3)OCO4)CCC2)cc1
-14%	Cc1ccc(CNC(=O)CSC2=Nc3ccccc3N=C(c3ccc(F)cc3)C2)cc1
?	COc1ccc(CN2CCc3nc(C(=O)Nc4ccccc4)oc3CC2)cc1
4%	Cc1ccc(-c2c(C)n3c4c(=O)n(C)c(=O)n(C)c4nc3n2CCO)cc1
-3%	O=C(O)C1CCc2sc(C(=O)N3CCOCC3)cc2C1 (stereo not given)
-22%	O=C(CCc1nc2ccccc2s1)NCCc1noc(-c2ccncc2)n1
20%	O=C(/C=C/c1c(Cl)cccc1Cl)NC(C1CC1)C1CC1
?	Cn1ncc(N2CCOC(CCNC3CCC4(CCNCC4)CC3)C2)cc1=O (stereo not given)
-20%	CCOC(=O)c1cnc2c(C)c(Cl)ccc2c1NCCc1ccccc1
7%	COc1ccccc1CNC(=O)C1CCCN(C(=O)c2cnn(-c3ccc(F)cc3)c2-n2cccc2)C1 (stereo not given)
17%	CCOC(=O)N1CCC(N2CCN(Cc3ccccc3F)C(CCO)C2)CC1 (stereo not given)
9%	COc1ccc(CNS(=O)(=O)c2ccc(-c3ccc(=O)[nH]n3)s2)cc1
32µM*	COc1ccc(C(=O)NCc2nnc3ccc(-c4ccc(C)c(C)c4)nn23)cc1F

Remaining list, next part.
KDM5B inhibitor	SMILES
-15%[149 µM]	COc1ccc(N2CC3CCC(C2)N3CC(C)C)cc1
8%	Cc1ccc(/C=N/NC(=O)c2csc3ccccc23)s1
-9%	CCOc1cc(C(=O)N/N=C/c2ccoc2)cc(OCC)c1OCC
-6%[86.2 µM]	CN(Cc1ccccc1)C(=O)C1=NO[C@@H]2CN(Cc3ccc(F)cc3)C[C@H]12
-1%	Cc1ccc(NC(=O)C(=O)NCCN2CCN(S(=O)(=O)c3ccc(F)cc3)CC2)cc1C
-3%	CN(C)CCCNC(=O)C1CCCN(c2ncnc3nc[nH]c23)C1 (stereo not given)
-26%	CNCCNC(=O)C1CCN(c2nc(-c3ccccc3)nc3c2CCC3)CC1
-1%	Cn1cc(S(=O)(=O)N2CCc3ccccc32)cc1C(=O)Nc1ccccc1F
-13%	CNC(=O)[C@@H]1CN(C(=O)c2cc(C)on2)C[C@H]1c1nc(COC)no1
-23%	O=C(CSc1ncc(-c2ccc(F)cc2)o1)Nc1cccc(Cl)c1
0%	N#C/C(=C\c1ccc(-c2cc(Cl)ccc2Cl)o1)C(=O)Nc1ccccc1C(=O)O
-18%	CC1=C[C@@H](CN2CCC(O)CC2)[C@H](C(C)C)C[C@H]1Cc1nnc(-c2ccc([N+](=O)[O-])cc2)o1
-10%	O=C(NCc1ccncc1)c1cc(-c2ccc(Cl)cc2)nc2ccccc12
10%	COc1ccc(C)cc1-n1nnc(-c2nc(-c3ccccc3C)no2)c1N
17%	CCc1ccc2oc(C(=O)Nc3ccc(C)cc3)cc(=O)c2c1

Following part
KDM5B inhibitor	SMILES
-15%	CCOCCc1nn2c(=O)cc(COC(=O)CNC(=O)c3ccc(C(C)(C)C)cc3)nc2s1
24%	Cn1cnc(C(=O)N2CCC(Cc3ccc(C(N)=O)cc3)CC2)c1
-29%	O=C(/C=C/c1cccc([N+](=O)[O-])c1)c1cccc2ccccc12
-7%	O=C(Cc1ccccc1Cl)N1CC(c2nc(Cc3ccccc3)no2)C1
-16%	COc1ccc(N2CC(NC(=O)COc3ccccc3C)CC2=O)cc1OC (stereo not given)
-1%	Cc1ccc(C(C(=O)NC2CCCC2)N(Cc2ccccc2)C(=O)c2csnn2)o1 (stereo not given)
-4%	O=C(c1ccc(F)cc1)N(Cc1ccco1)C1CCS(=O)(=O)C1 (stereo not given)
?	Cc1cc2c(n1-c1ccc(C(=O)NCC(C)c3ccccc3)cc1)CCCC2 (stereo not given)
-9%	CCn1cc(C(=O)N2C[C@@H](CO)[C@H](c3ccncc3)C2)cn1
12%[86.2 µM]	O[C@H]1[C@H](NCc2cnc3ccccc3c2)[C@H]2CO[C@H](O2)[C@@H]1N1CCCCC1
14%	CC12CC3CC(C)(C1)CC(NCc1ccc(C(=O)O)cc1)(C3)C2
23%	CCOCC(=O)N1CCCC(c2nc(-c3cccnc3)no2)CCNC(=O)CC1 (stereo not given)
15%	N#Cc1ccc(C(=O)N2CCC3(CC2)NC(=O)N(Cc2ccc(F)cc2)C3=O)cc1
?	COc1cc(NC(=O)Cn2c(SCc3ccc(F)cc3)nc3cccnc32)cc(OC)c1
6%	Cc1cc(C)n(-c2nc3ccccc3nc2NCc2ccc(F)cc2)n1

Single entries from the list:
`CCOCCc1nn2c(=O)cc(COC(=O)CNC(=O)c3ccc(C(C)(C)C)cc3)nc2s1` in KDM5B inhibitor → -15%
`O=C(Cc1ccccc1Cl)N1CC(c2nc(Cc3ccccc3)no2)C1` in KDM5B inhibitor → -7%
`N#Cc1ccc(C(=O)N2CCC3(CC2)NC(=O)N(Cc2ccc(F)cc2)C3=O)cc1` in KDM5B inhibitor → 15%
`Cn1cnc(C(=O)N2CCC(Cc3ccc(C(N)=O)cc3)CC2)c1` in KDM5B inhibitor → 24%

Arranged by value in KDM5B inhibitor (descending): seven from the list above
KDM5B inhibitor	SMILES
14%	CC12CC3CC(C)(C1)CC(NCc1ccc(C(=O)O)cc1)(C3)C2
5%	C=CCNc1nc(C(=O)OCC(=O)c2ccc(C(C)(C)C)cc2)cs1
1%	Cc1ccnc(NC(=O)C2CC(=O)N(Cc3ccccc3)C2)c1 (stereo not given)
-1%	Cc1ccc(CC(=O)N2CCN(C(=O)c3nnn4c3COC(c3ccc(F)cc3)C4)CC2)cc1 (stereo not given)
-10%	O=C(NCc1ccncc1)c1cc(-c2ccc(Cl)cc2)nc2ccccc12
-12%	Cc1nn(C(C)C)c(C)c1NC(=O)c1cc2occc2n1Cc1ccccc1Cl
-16%	COc1cc(-c2nnn(CC(=O)NCc3ccccc3)n2)cc(OC)c1OC

(next part)
KDM5B inhibitor	SMILES
-27%	COc1cccc(N2CCN(C(=O)c3noc(-c4ccc(C)cc4)n3)CC2)c1
-30%	Cc1cc2oc(=O)cc(CN3CCN(C(=O)C4COc5ccccc5O4)CC3)c2cc1C(C)C (stereo not given)
-4%	COc1ccccc1Cn1c(C)c2c(=O)n(-c3ccc(F)cc3)[nH]c2cc1=O
6%	CCOc1ccc(/C=C2/NC(=O)NC2=O)cc1Br
-4%	Cc1ccc(C)c(CC(=O)NCc2cc3n(n2)CCCN(CC(C)C)C3)c1
?	COC(=O)C(C)Oc1ccc2c(C)c(Cc3ccccc3)c(=O)oc2c1 (stereo not given)

Of the compounds above, 3 have a tert-butyl group.
KDM5B inhibitor	SMILES
6%	CC(C)(C)c1ccc(C(=O)NCC(c2cccnc2)N2CCc3ccccc3C2)cc1 (stereo not given)
5%	C=CCNc1nc(C(=O)OCC(=O)c2ccc(C(C)(C)C)cc2)cs1
-15%	CCOCCc1nn2c(=O)cc(COC(=O)CNC(=O)c3ccc(C(C)(C)C)cc3)nc2s1
